CHRM4 agonist: CHRM4 agonism in calcium assay. P08173. CHO-K1 hM4/Gqi5, Fluo-8 calcium fluorescence; vehicle 0%, full acetylcholine response 100%. activation, % at 3 µM. 0.14% of 360,000 active. AID 624127;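 active means activation above the run mean over all test wells plus 3 SD, cut at about 32% in these data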;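 further: peak over basal fluorescence ratio per well then scaled between controls; 0% = DMSO wells and 100% = acetylcholine at EC100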
Target sequence (P08173 whole entry, looked up): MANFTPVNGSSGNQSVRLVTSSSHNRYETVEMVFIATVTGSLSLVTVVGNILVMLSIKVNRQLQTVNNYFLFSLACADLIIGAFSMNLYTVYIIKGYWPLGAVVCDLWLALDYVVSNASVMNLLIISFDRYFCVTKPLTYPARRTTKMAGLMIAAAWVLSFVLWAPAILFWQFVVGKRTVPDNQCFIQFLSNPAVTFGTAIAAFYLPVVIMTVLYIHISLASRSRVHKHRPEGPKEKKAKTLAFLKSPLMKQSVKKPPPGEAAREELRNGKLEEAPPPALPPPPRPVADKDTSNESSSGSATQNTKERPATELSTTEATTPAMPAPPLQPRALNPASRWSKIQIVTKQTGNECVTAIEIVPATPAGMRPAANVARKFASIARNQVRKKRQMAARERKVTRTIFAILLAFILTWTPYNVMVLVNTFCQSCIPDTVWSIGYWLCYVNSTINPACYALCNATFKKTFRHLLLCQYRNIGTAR
M1 ag: human M1 muscarinic receptor agonism. P11229. CHO-K1 hM1, Fluo-8 calcium fluorescence, agonist mode; 0% DMSO, 100% acetylcholine EC100. activation, % at 3 µM. 0.33% of 360,000 active. AID 588814;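 active means activation above the run's mean compound activation plus 3 SD, cut at about 16% in these data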;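 further: peak over basal fluorescence ratio within a 140 s kinetic read after compound addition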
Target sequence (P11229 whole entry, looked up): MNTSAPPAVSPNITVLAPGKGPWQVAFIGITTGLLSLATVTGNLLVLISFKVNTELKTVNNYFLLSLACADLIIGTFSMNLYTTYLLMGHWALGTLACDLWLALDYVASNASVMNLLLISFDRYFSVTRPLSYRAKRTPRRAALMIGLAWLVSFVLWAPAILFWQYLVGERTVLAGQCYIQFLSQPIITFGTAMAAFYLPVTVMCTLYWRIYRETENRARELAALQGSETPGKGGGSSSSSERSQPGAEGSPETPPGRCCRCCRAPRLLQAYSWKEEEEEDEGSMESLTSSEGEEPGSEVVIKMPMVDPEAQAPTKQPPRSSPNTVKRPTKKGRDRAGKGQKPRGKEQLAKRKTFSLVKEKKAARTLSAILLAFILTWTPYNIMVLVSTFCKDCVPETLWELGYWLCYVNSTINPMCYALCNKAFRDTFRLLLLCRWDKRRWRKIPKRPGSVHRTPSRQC
OXTR potentiate: potentiators of human oxytocin receptor; CHO-OTR cells, Fluo-8 calcium fluorescence, potentiator mode; 0% = oxytocin EC15, 100% = EC100; P30559; activation, % at 3 µM; 0.061% of 320,000 active;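 active means activation above that plate's cutoff, the mean activation of tested compounds plus 3 SD, cut at about 6.6% in these data, passing the limit was not always enough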;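 further: 100% uses oxytocin at 75 nM as the full agonist control; some results filed as inactive read as strong as hits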
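Measured by – Fluo-8 calcium dye fluorescence · Test system – human OTR in CHO cells · Dosing – one concentration, 3.0 µM compound · Controls – EC15 oxytocin alone as 0%, 75 nM oxytocin as 100% · Evaluation – normalized max/min fluorescence ratio, % activation · Timing – 6 min pre-incubation, 100 s read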
M1 PAM: human CHRM1 positive allosteric modulation; P11229; CHO-K1 hM1, Fluo-8 calcium fluorescence, ACh EC20; 0% = ACh EC20, 100% = maximal ACh; activation, % at 3 µM; 0.088% of 360,000 active; in the data active means activation above about 19%, passing the limit was not always enough
M1 ag parental: M1 agonist counterscreen hit in parental CHO-K1 cells. Fluo-8 calcium fluorescence; scaled to maximal ATP response, vehicle zero. 0.48% of 360,000 active. AID 602248. activation, % at 3 µM; in the data active means activation above about 15%;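 further: untransfected CHO-K1 host cells lacking M1 receptor as counterscreen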
M1 antag: antagonists of human M1 muscarinic receptor; P11229; CHO-K1 hM1, Fluo-8 calcium fluorescence, ACh EC80 antagonist; inhibition, % at 3 µM; 1.3% of 360,000 active;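 active means percent inhibition above its own plate's cutoff, namely the mean of that plate's compound wells plus 3 SD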;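 further: peak over basal fluorescence ratio during 140 s after agonist addition; 0% = ACh EC80 plus DMSO and 100% = DMSO alone without agonist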
CHO-K1 Ca antag: counter-screen for M1 antagonists: effect in parental CHO-K1 cells | 0.6% of 360,000 active | ATP-induced calcium, Fluo-8 fluorescence | inhibition, % at 3 µM;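 active means inhibition above a per-plate cutoff, the plate's mean sample inhibition plus 3 SD, cut at about 24% in these data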;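 further: 0% = DMSO plus EC80 ATP and 100% = DMSO alone without ATP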
CHO parental Ca: counter-screen for OX1R antagonists: effect in parental CHO cells | parental CHO-K1, ATP-induced calcium, Fluo-8 fluorescence | inhibition, % at 5.6 µM | 0.63% of 330,000 active | AID 463079;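 active means inhibition above that plate's mean sample inhibition plus 3 SD, cut at about 26% in these data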;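 further: 0% = ATP-challenged DMSO wells and 100% = DMSO wells without ATP; some compounds past the cut are filed as inactive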
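Material: Parental CHO cells | Reagent: ATP | Compound dosing: Single nominal dose of 5.6 µM per compound | Detection: Intracellular calcium via Fluo-8 no-wash fluorescent dye | Read-out: % inhibition of ATP-induced calcium mobilization | Benchmarks: Low control ATP plus DMSO, high control DMSO only | Replicates: Singlicate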
M4 antag: blocks acetylcholine activation of human M4 receptor; CHO-hM4 cells, ACh EC80, Fluo-8 calcium fluorescence; inhibition, % at 3 µM; 0.73% of 360,000 active; AID 624125;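 active means inhibition above its plate's cutoff, the mean inhibition of sample wells plus 3 SD, cut at about 27% in these data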;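 further: 0% = acetylcholine EC80 with DMSO and 100% = DMSO without agonist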
The depositor's hits bear a star; nt = no result given.

SMILES,CHRM4 agonist,M1 ag,OXTR potentiate,M1 PAM,M1 ag parental,M1 antag,CHO-K1 Ca antag,CHO parental Ca,M4 antag
Cc1ccc(S(=O)(=O)NC(C)(C)CSc2ncccn2)cc1,2,-3,-13,4,1.8,-7,-9,10,-1
Cc1[nH]n2c(=O)cc(-c3ccc([N+](=O)[O-])cc3)nc2c1-c1ccccc1,0,-4,-7,2,-0.5,-19,3,-4,3
CC1CCc2c(sc(NC(=O)c3noc4c3CCCC4)c2C(N)=O)C1 (stereo not drawn),0,-2,nt,-2,0.4,4,-4,nt,-10
Cc1nn(CC(=O)Nc2ccc(N(C)C)cc2)c(C)c1[N+](=O)[O-],1,-1,6,-3,0.1,-5,-5,1,2
CC1=C(C(=O)N2CCCCCC2)CC(CC(=O)NC2CCCC2)C(=O)N1CCC1=CCCCC1 (stereo not drawn),2,nt,nt,nt,0.7,nt,-16,nt,-9
CCn1c(CNC(=O)c2ccccc2Br)nnc1SCC(=O)NC1=NCCS1,0,-10,-8,13,0.3,-19,2,-1,0
CC(=O)N(Cc1cccs1)Cc1cc2ccc(C)c(C)c2nc1Cl,1,-4,-14,7,0.3,-2,-27,-28,-22
CCn1c(SCC(=O)NCc2ccc3c(c2)OCO3)nc2c(c1=O)SCC2,-2,-2,0,5,-0.8,-6,-8,-11,-4
Cc1ccc(S(=O)(=O)NCCc2cn3nc(C)c(C)nc3n2)cc1C,1,-5,-20,8,0.1,-9,-11,-13,1
CC(C)C(=O)N1CCN(c2cc(N3CCN(C)CC3)c(F)cc2[N+](=O)[O-])CC1,2,0,-5,5,-0.1,-3,19,1,2
CCOc1ccccc1C(=O)NC(C(=O)N(C)c1c(N)n(Cc2ccccc2)c(=O)[nH]c1=O)C(C)C (stereo not drawn),3,-2,nt,10,0.5,-12,-4,nt,-9
O=[N+]([O-])c1ccccc1-c1ccc(C(=S)N2CCCC2)o1,2,-4,-13,-2,0.0,-5,-1,4,-6
Cc1ccc(NC(=O)c2cc([N+](=O)[O-])ccc2N2CCOCC2)cc1S(=O)(=O)N1CCOCC1,5,-5,-6,12,1.3,-18,6,-21,2
COc1ccc(/C=N/NC(=O)c2nonc2N)cc1OC,0,-4,-3,3,0.7,-10,-2,2,5
CCC(C)NC(=O)C(CCSC)NC(=O)c1ccccc1 (stereo not drawn),1,-1,-8,7,0.1,-10,-5,4,0
CCCNC(=O)Nc1cc(OCC)c(N2CCOCC2)cc1OCC,1,-1,-7,8,0.1,-9,-11,-4,1
O=[N+]([O-])c1ccc2c(c1Nc1ccccc1Cl)=NC1(CCCCC1)N=2,0,-3,2,5,1.2,-2,-13,-11,-2
Cc1sc2nc(CN(C(=O)NCc3ccccc3)C3CCCC3)[nH]c(=O)c2c1C,-1,-2,4,4,3.2,-16,-11,-21,-8
Cn1c(-c2ccc3c(c2)OCO3)cnc1NCc1cccc(Cl)c1,2,-5,-3,-21,0.7,74*,0,-12,32*
COc1ccc(CNC(=O)CCS(=O)(=O)Cc2cccc(Cl)c2)c(OC)c1,-1,-3,-3,3,2.4,-9,-16,-25,0
Cc1ccc(C)c(NC(=O)C(OC(=O)c2ccc(NC(=O)CC#N)cc2)c2ccccc2)c1 (stereo not drawn),7,-3,-14,-1,0.1,-3,-2,-2,-26
CC1CCCCN1CC(=O)NCc1ccc2c(c1)OCO2 (stereo not drawn),1,-5,-4,-8,0.0,17,2,-13,-5
CCC(=O)OCCNc1cc(Sc2nc3ccccc3s2)c2nonc2c1[N+](=O)[O-],-1,-1,0,5,-0.8,5,9,61*,21
O=[n+]1cc(-c2ccc(Cl)cc2)n([O-])c2c1CCC2,1,-1,-6,3,1.9,-5,-6,3,-2
CSc1ccc(S(=O)(=O)NCC(=O)OCC(=O)N2CCCCC2C)cc1[N+](=O)[O-] (stereo not drawn),5,-2,4,7,3.1,-9,-6,-15,5
O=C1CC(c2ccccc2)n2ncnc2N1 (stereo not drawn),0,1,-12,7,0.7,-2,-3,2,-4
CC(=O)Nc1cc(-c2ccc(C(=O)N3CCOCC3)cc2)cn2c(-c3ccc(F)c(Cl)c3)cnc12,1,-5,nt,8,1.4,-14,-7,nt,-3
COc1ccc(/C=C(/NC(=O)/C=C/c2ccccc2)C(=O)N2CCOCC2)cc1,1,-1,-12,4,0.7,-5,-6,-14,12
Cc1ccc(C(=O)NN2CCOCC2)cc1[N+](=O)[O-],1,1,-6,-6,0.8,-6,-2,-5,-2
CC(=O)N1[C@@H]2CC3C4CC=C5C[C@@H](O)CC[C@]5(C)C4CC[C@]3(C)[C@@]21C(C)=O (stereo partly drawn),1,-10,-7,13,0.3,-16,1,-6,-4
Cc1ccc(OCC(=O)NCc2ccccc2)c([N+](=O)[O-])n1,1,-3,-4,-3,0.2,10,-4,-4,2
O=[N+]([O-])c1cccc(-c2c(-c3ccccc3)ncc3cc(F)ccc23)c1,3,-6,-3,-8,0.4,10,0,-29,4
CCc1ccccc1NC(=S)N(CCCN1CCN(C)CC1)Cc1cccs1,0,-3,-4,5,2.2,4,-4,-15,1
COc1cc(/C=C2\SC(c3ccccc3)=NC2=O)cc(Cl)c1O,1,-11,nt,0,0.1,2,1,nt,7
CCOC(=O)C1=C(N)OC2=C(C(=O)CCC2)C1c1ccc2c(c1)OCO2 (stereo not drawn),0,-6,1,7,0.7,-11,-8,1,-8
CC(C)Cc1nc(N2CCCCC2)c(C#N)c2c1CCC2,1,-2,-8,0,-0.1,-18,-5,-10,3
O=C(O)c1ccc(COc2cccc(CO)c2)cc1,-1,-4,10,-4,0.3,7,-21,-4,8
CCOc1cc(/C=C(\C#N)C(=O)Nc2ccc(S(N)(=O)=O)cc2)ccc1OCCN1CCOCC1,1,-2,-1,2,0.6,-3,-3,-7,1
Cc1ccc(CN2C(=O)c3ccccc3C2c2nnnn2-c2ccc3c(c2)OCCO3)cc1 (stereo not drawn),3,nt,nt,nt,2.6,nt,-19,nt,1
Cn1c(=O)c2c(n(C)c1=O)=NC1(CCCCC1)N=2,1,-3,-5,7,0.3,-9,3,2,3

Some of these compounds in order of heavy-atom count, smallest number first:
SMILES,CHRM4 agonist,M1 ag,OXTR potentiate,M1 PAM,M1 ag parental,M1 antag,CHO-K1 Ca antag,CHO parental Ca,M4 antag
Cc1ccc(C(=O)NN2CCOCC2)cc1[N+](=O)[O-],1,1,-6,-6,0.8,-6,-2,-5,-2
Cc1ccc(S(=O)(=O)NC(C)(C)CSc2ncccn2)cc1,2,-3,-13,4,1.8,-7,-9,10,-1
Cc1nn(CC(=O)Nc2ccc(N(C)C)cc2)c(C)c1[N+](=O)[O-],1,-1,6,-3,0.1,-5,-5,1,2
CC(=O)N(Cc1cccs1)Cc1cc2ccc(C)c(C)c2nc1Cl,1,-4,-14,7,0.3,-2,-27,-28,-22
Cc1ccc(S(=O)(=O)NCCc2cn3nc(C)c(C)nc3n2)cc1C,1,-5,-20,8,0.1,-9,-11,-13,1
CCOC(=O)C1=C(N)OC2=C(C(=O)CCC2)C1c1ccc2c(c1)OCO2 (stereo not drawn),0,-6,1,7,0.7,-11,-8,1,-8
CCn1c(SCC(=O)NCc2ccc3c(c2)OCO3)nc2c(c1=O)SCC2,-2,-2,0,5,-0.8,-6,-8,-11,-4
Cc1sc2nc(CN(C(=O)NCc3ccccc3)C3CCCC3)[nH]c(=O)c2c1C,-1,-2,4,4,3.2,-16,-11,-21,-8
CCC(=O)OCCNc1cc(Sc2nc3ccccc3s2)c2nonc2c1[N+](=O)[O-],-1,-1,0,5,-0.8,5,9,61*,21
CC1=C(C(=O)N2CCCCCC2)CC(CC(=O)NC2CCCC2)C(=O)N1CCC1=CCCCC1 (stereo not drawn),2,nt,nt,nt,0.7,nt,-16,nt,-9
CCOc1cc(/C=C(\C#N)C(=O)Nc2ccc(S(N)(=O)=O)cc2)ccc1OCCN1CCOCC1,1,-2,-1,2,0.6,-3,-3,-7,1
CCOc1ccccc1C(=O)NC(C(=O)N(C)c1c(N)n(Cc2ccccc2)c(=O)[nH]c1=O)C(C)C (stereo not drawn),3,-2,nt,10,0.5,-12,-4,nt,-9

Next results follow:
SMILES,CHRM4 agonist,M1 ag,OXTR potentiate,M1 PAM,M1 ag parental,M1 antag,CHO-K1 Ca antag,CHO parental Ca,M4 antag
COc1cc(C2C(C#N)=C(C)NC3=C2C(=O)c2ccccc23)cc(OC)c1OC (stereo not drawn),0,-4,-10,-4,0.1,1,10,6,3
O=C(NCc1ccc(C(F)(F)F)cc1)c1cccc2c(-c3cccnc3)coc12,12,-4,nt,-9,3.1,0,-9,nt,1
Cc1noc(C)c1COc1ccc(C(=O)Nc2nnc(CC(C)C)s2)cc1,3,0,-10,3,1.0,-3,-14,-6,3
COc1cc(OC)c2c(c1)S(=O)(=O)C(c1ccccc1)=C2N,1,1,-2,5,-0.2,-5,3,-11,-5
Cc1ccccc1CNC(=O)c1ccccc1N(C)S(=O)(=O)c1ccccc1,5,-2,-6,19,1.8,-17,0,-19,-4
CCOC(=O)c1oc2ccccc2c1NC(=O)CN1CCN(C)CC1,1,-4,-6,-10,0.5,-7,-3,-25,-2
CC(C)(C)c1ccc(NC(=O)COC(=O)C2CCCC2)cc1,1,-5,-5,9,0.2,-3,-8,-3,3
COc1ccc(C(OC(=O)c2ccco2)C(=O)NCc2ccco2)cc1 (stereo not drawn),1,-1,-4,9,0.1,-8,10,-5,4
CCOc1cc(C(=O)N(CC)CC(=O)Nc2c(F)cccc2F)ccc1OCC(=O)N1CCCCC1,2,-1,-5,4,0.4,-8,-6,0,16
Cc1cc(NC(=O)COC(=O)COc2ccc3c(c2)CCC3)no1,5,-2,-16,3,0.0,6,-1,6,8
Oc1ccc(-c2nc3cnccn3c2Nc2ccc3c(c2)OCCO3)cc1,1,1,-2,5,-0.2,-11,-5,-5,7
S=C(NCCN1CCOCC1)Nc1cccc2ccccc12,1,-5,-6,1,-0.1,3,3,-4,5
Cc1cc(C(=O)CCl)c(C)n1-c1cccc([N+](=O)[O-])c1,1,-7,-14,6,0.5,-10,-4,-16,0
COC(=O)CC(NC(=O)c1ccco1)c1cccc2ccccc12 (stereo not drawn),1,0,-12,-5,-0.2,-12,-6,-7,-2
CC(=O)Nc1ccc(C(=O)OCc2ccc(Cl)cc2)cc1,3,-3,2,1,0.7,4,5,-2,-9
COc1ccc(Cl)cc1N(CC(=O)Nc1ccc2c(c1)OCO2)S(C)(=O)=O,4,-4,-14,6,1.3,-1,-9,-6,5
Fc1ccc(F)c(NC(=S)NCCc2ccccc2)c1,14,-2,-18,-14,8.2,20,-3,11,-1

Bioassay records deposited in PubChem BioAssay by The Scripps Research Institute Molecular Screening Center.
